# Screening data from PubChem.
# Pf apPOL block = Pf-apPOL DNA polymerase inhibition; Recombinant Pf-apPOL, molecular beacon fluorescence, 1.5 h; inhibition, % at 10 µM; 0.25% of 210,000 active
# mHTT CaM bind = disrupts binding of mutant huntingtin to calmodulin | AlphaScreen His-mHTT/GST-CaM binding, luminescence | inhibition, % at 15 µM | 3.6% of 190,000 active;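 further: 0% = both proteins with DMSO and 100% = one protein alone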
# * = called active by the depositor; . = not tested or not shown; & = joins results of further samples; ! = repeats disagree. No stated cut-off is given here; in the data, active means inhibition above about 50%; inactive means the rest. Not all compounds are listed; rates above refer to the full screens.
SMILES,Pf apPOL block,mHTT CaM bind
CC(C)C(=O)Nc1ccc2c(c1)C(N1CCCN(C)CC1)=Nc1ccccc1O2,-4,34
CCCN(CCC)CCCNS(=O)(=O)c1ccc(OCC)c2ncccc12,-3,4
N#C/C(=C\Nc1ccccc1)c1nc(-c2ccc([N+](=O)[O-])cc2)cs1,2,4
Cc1ccc(-n2nc3c(c2NC(=O)c2ccc4c(c2)OCO4)CS(=O)(=O)C3)c(C)c1,3,15
N#Cc1cccc(CN2CCCCC2c2nc(-c3cccnc3)no2)c1 (stereo unspecified),1,11
CC1(C)CC2CC(C)(CN2C(=O)c2ccco2)C1 (stereo unspecified),1,-4
Cc1cccc2cc(C3CC(c4ccco4)=NN3S(=O)(=O)c3ccccc3)c(Cl)nc12 (stereo unspecified),-4,13
COC(=O)C[C@H]1c2cc(C(F)(F)F)ccc2S(=O)(=O)N1Cc1ccccc1,-6,-17
COc1cccc(C(=O)Nc2ccc(NC(=O)c3cccc(Cl)c3)cc2)c1,-3,3
CCOc1cc(N2CCOCC2)c(OCC)cc1N,-6,53*
O=C(CSCc1ccccc1Cl)NC1CCCCC1,-5,-5
O=C(CSc1ccccc1)Nc1cc(Cl)ccc1Cl,0,-41
Cc1ccc(Cl)cc1N1CCN(CC(O)COCC23CC4CC(CC(C4)C2)C3)CC1 (stereo unspecified),-4,20
C=CCNc1nc(-c2sc(C)nc2C)cs1,6,0
Cc1ccsc1C(O)CNC(=O)CN1C(=O)CCC1=O (stereo unspecified),-2,-5
Cc1cccc(-c2cc3n(n2)CCCN(C(=O)c2cccc(C#N)c2)C3)c1,-4,27
O=C1N(CN2CCOCC2)c2ccccc2C12OCCCO2,2,0
CCCC1c2cccn2CCN1C(=O)Nc1ccc(OC)cc1 (stereo unspecified),-5,0
NC(=O)c1ccc(NC(=O)CN(C2CCCCC2)S(=O)(=O)c2ccc(F)cc2)cc1,-4,14
CS(=O)(=O)N(Cc1ccc(C(=O)Nc2ccc(F)cc2)cc1)c1ccccc1,50*,-5
COc1cc(/C=C2/C(=N)N3C(c4ccccc4)=CSC3=NC2=O)cc(OC)c1OC,-7,16
O=C(Nc1ccncc1)c1c(F)c(F)c(F)c(F)c1F,-7,-6
CC(=O)c1sc(NC(=O)Cc2ccc(F)cc2)nc1C,-3,-12
O=C(CSc1ncnc2c1nnn2-c1cccc(Cl)c1)NCC1CCCO1 (stereo unspecified),-1,0
CS(=O)(=O)c1ccc(NC(=O)Cn2ccc3ccn(Cc4ccccc4)c3c2=O)cc1,-4,10
O=C(C1CC1)N1CCc2cc(Br)cc(S(=O)(=O)NC3CCCC3)c21,-5,7
CCc1ccc(CNC(=O)C2CCN(c3nc4ccccc4o3)CC2)cc1,-14,5
Nc1c(C(=O)Nc2ccc(Br)cc2)sc2nc3c(c(-c4ccco4)c12)CCC3,4,26
Cc1ccccc1C(=O)N1CCN(c2cccc(Br)c2)C(=O)C1C (stereo unspecified),2,-1
COc1ccccc1NC(=O)c1cc(S(=O)(=O)N2CCC3(CC2)OCCO3)ccc1F,-6,5
CN(C)CCNC(=O)C1CCN(c2nc3ccc(-c4ccc(F)cc4)nc3s2)CC1,-4,8
CC(C)NC(=O)N1Cc2c(sc3c2CCCC3)-n2cccc2C1c1cccs1 (stereo unspecified),0,13
COCCNC(=O)c1ccc2c(c1)ncn2-c1ccc(C)cc1C,40,2
Cc1ccc(NC(=O)c2oc3ccc(S(=O)(=O)N4CCCCC4)cc3c2C)c(C)c1,-7,-5
CC(C)=CCOc1ccc2c(c1)OC(=Cc1cccc(C)c1)C2=O,2,-5
COc1ccc(NC(=O)CCN2C(=O)c3ccncc3C2=O)cc1,2,-1
Cc1cc(C)n2nc(SCc3cc(=O)n4ccccc4n3)nc2n1,-6,-8
CC1CCN(C(=O)c2ccc3c(c2)N(S(C)(=O)=O)CC3)CC1,4,-3
Cc1cc(C)c(O)c(NC(=O)c2ccc3c(c2)OCCO3)c1,-7,-1
CCc1cc2c(=O)c(-c3ccc4c(c3)OCO4)coc2cc1OC,6,3
CS(=O)(=O)N(CC(=O)NCc1ccncc1)c1ccc(Cl)cc1,-1,2
COc1ccc(NS(=O)(=O)c2ccc(NS(=O)(=O)c3ccc(NC(C)=O)cc3)cc2)cc1,-1,0
O=C(O)c1ccc(COc2ccccc2Cl)o1,0,-9
Cc1oc(C2CCN(C(=O)c3cccs3)CC2)nc1C(=O)N1CCCCC1,-4,-3
N=c1c(C(=O)NCc2cccnc2)cc2c(=O)n3ccccc3nc2n1CCCN1CCOCC1,-3,5
CCOc1cc(/C=C2/SC(=O)NC2=O)cc(Br)c1O,0,29
CC1CCc2c(sc(N)c2C(N)=O)C1 (stereo unspecified),8,40
Cc1ccc(NC(=O)C2CCc3nc(N4CCOCC4)ncc3C2)cc1 (stereo unspecified),-3,2
O=C(CN1CCCCCC1)Nc1cccc2c1OCO2,0,3
CCOc1cc([N+](=O)[O-])cc(C=Nc2ccc(N3CCOCC3)cc2)c1O,-5,3
C#Cc1cccc(N=Cc2cc([N+](=O)[O-])ccc2O)c1,2,.
Cc1cc(C)c(NC(=O)Cn2nc3c4c(cccc4c2=O)-c2ccccc2-3)c(C)c1,-1,11
Cc1ccc(NC(=O)Cn2cnc3c2c(=O)n(C)c(=O)n3C)c([N+](=O)[O-])c1,-2,2
Cc1c(C)c2cc(Cl)c(OCC(=O)N3CCc4nc[nH]c4C3)cc2oc1=O,-1,-3
CCOC(=O)Cn1cc(CN2CCS(=O)(=O)N(Cc3ccc(OC)cc3)C(C(=O)OC)C2)nn1 (stereo unspecified),1,-8
O=C1C(=O)N(Cc2ccc(Cl)cc2)c2ccc(Cl)cc21,-7&-2,78*!
COc1ccccc1N1CCN(C(=O)c2ccccc2Cl)CC1,0,-5
CC(C)NC(=O)C1=CCN(C(=O)NC(C)(C)C)CC1,-2,16
CC1CCN(Cc2csc(N3CCN(C(=O)c4ccncc4)CC3)n2)CC1,3,1
COc1ccc(C(=O)Nc2ccc(Oc3ncnc4cc(Cl)ccc34)nc2)cc1,-1,.
# Continuation.
SMILES,Pf apPOL block,mHTT CaM bind
C=CCNC(=O)c1oc2ccc(S(=O)(=O)N3CCCCC3)cc2c1C,-7,-4
COc1ccccc1OCC(=O)NCC1(c2cccs2)CCCC1,-4,-32
CC1CCN(C(=O)C2CCN(c3nn4c(=O)c5c(nc4s3)CCCC5)CC2)CC1,-5,14
O=C(Nc1nc(C(=O)NCCn2nc(-c3ccco3)ccc2=O)co1)c1ccccc1,26,40
Cc1cc(C(=O)NCc2ccc(F)cc2)ccc1[N+](=O)[O-],-13,-1
CC(C)NC(=O)N1CCCC(c2cccc(C(=O)N3CCN(c4ccccc4)CC3)c2)C1 (stereo unspecified),2,52*
Cc1cc(C)nc(N=C(N)Nc2cc(Cl)ccc2C)n1,1,2
Cc1ccc(-c2nc(C(=O)N3CCC(C)CC3)c3n2CCCCC3)cc1,-1,6
O=C(Nc1nc(-c2ccc(Br)s2)cs1)c1ccnn1C(F)F,.,17
COc1cc(-c2nc(-c3ccc(NC(=O)c4cccc(Cl)c4)cc3)no2)cc(OC)c1OC,-18,-1
CSc1ccc(CN2CCN(CCO)CC2)cc1,-1,-1
O=C(CN1CCCN(S(=O)(=O)c2ccc(F)cc2)CC1)Nc1ccc2c(c1)OCO2,10,6
O=[N+]([O-])C=Cc1ccsc1,-10,.
O=C(c1ccc(F)cc1F)N1CCCC(c2ccnc(-c3ccccc3)n2)C1 (stereo unspecified),-1,12
CCCn1c(=O)c(N2CCN(C(=O)c3cc(F)cc(F)c3)CC2)nc2ccccc21,-4,-19
CC(C)CNC(=O)C1(c2ccc(NC(=O)C(C)C)cc2)CCCCC1,-5,-17
CCCCOc1ccc(/C=c2\sc3ncnn3c2=O)cc1OC,-1,15
COc1ccccc1-n1nc(C(=O)N2CCCC(C)C2)c2ccccc2c1=O (stereo unspecified),5,-6
COc1ccc(C2=N/C(=C\c3ccc(OC)c(OC)c3)C(=O)O2)cc1Br,-5,14
Cc1ccccc1-n1nc2c(c1NC(=O)/C=C/c1ccccc1)CSC2,-4,81*

# An excerpt from above in order of count of non-hydrogen atoms, falling.
SMILES,Pf apPOL block,mHTT CaM bind
O=C(Nc1nc(C(=O)NCCn2nc(-c3ccco3)ccc2=O)co1)c1ccccc1,26,40
COc1ccccc1OCC(=O)NCC1(c2cccs2)CCCC1,-4,-32
O=[N+]([O-])C=Cc1ccsc1,-10,.

# Reformatted with two lines to a compound: entries from further up
# Results follow in this order: Pf apPOL block | mHTT CaM bind
Cc1ccc(-c2nc(C(=O)N3CCC(C)CC3)c3n2CCCCC3)cc1
  -1 | 6
O=C(Nc1nc(-c2ccc(Br)s2)cs1)c1ccnn1C(F)F
  . | 17

# (more compounds)
SMILES,Pf apPOL block,mHTT CaM bind
O=C1Nc2ccc(F)cc2/C1=C/c1ccccc1F,-7,21
CCn1c(=O)c2c(ncn2CC)n(-c2cccc(Cl)c2)c1=O,0,2
COc1ccc(CNC(=O)c2ccc3c(c2)nc2n3CCC(C)C2)cc1OC (stereo unspecified),1,-1
CCNC(=O)N1CCCC(c2cccc(C(=O)NCCC(C)C)c2)C1 (stereo unspecified),-8,0
Cc1ccc2c(Cl)c(C(=O)N3CCCC3)sc2c1,-2,-4
COC(=O)c1ccccc1NC(=O)C1OC2OC(C)(C)OC2C2OC(C)(C)OC12 (stereo unspecified),-5,4
CC(=O)c1ccc(N=Cc2ccccc2Cl)cc1,-76,-2
CCCCOC(=O)C1C2C=CC3(CN(C4CCCCC4)C(=O)C13)O2 (stereo unspecified),-4,-21
O=C(NC1CC2CC1N(S(=O)(=O)c1cccnc1)C2)c1cccs1 (stereo unspecified),-2,7
CCCCCNC(=O)CSc1ccc(C(=O)Nc2ccccc2C(F)(F)F)cc1[N+](=O)[O-],-6,6
O=C(Cc1cccs1)NCCOc1ccc2nnc(-c3ccc(F)cc3)n2n1,3,-4
O=C(c1ccco1)N1CCN(C(=O)c2nc(-c3cccc(F)c3)n3c2CCCCC3)CC1,0,12
O=C(c1ccc(S(=O)(=O)N2CCCC2)cc1)N1CCCCC1,-11,-1
COCCNC(=O)C1CCN(Cc2cc3ccccc3n2Cc2cccc(F)c2)CC1,-3,63*
Cc1ccccc1-n1nc2c(c1NC(=O)C1CC1)CS(=O)C2 (stereo unspecified),-4,1
COc1ccc(-n2c(-c3ccc(F)cc3)cn3c4c(=O)n(C)c(=O)n(C)c4nc23)cc1,-5,1
Cc1ccccc1CC(=O)Nc1cnc(N2CCCCC2)nc1,-4,1
CC(=O)Nc1ccc(N=C2C(=O)Nc3ccccc32)cc1Cl,-3,-1
Cn1nc(-c2nc(C3CC3)no2)c2c1CCN(C(=O)c1cccc(Cl)c1)C2,-3,16
Cc1ccsc1C(=O)NCc1nnc2n1CCCC2,-5,-5
Nc1cc(-c2ccccc2)nn(CC(=O)NCc2cccs2)c1=O,-10,-17
CCn1cc(CN2CCC(C(=O)NCCCN3CCOCC3)CC2)c2cc(Cl)ccc21,-3,11
O=C(NCc1csc(-c2cccs2)n1)C1CCN(C(=O)c2ccc(F)c(F)c2)CC1,-3,17
Cc1ccc(C(=O)C(NC(=O)c2ccco2)Nc2sc3c(c2C#N)CCCC3)cc1 (stereo unspecified),-11,25
O=C(COc1ccc(Cl)cc1Cl)Nc1cccc(NC(=O)c2ccco2)c1,2,11
Cc1nnc(Nc2ccc(CC(N)=O)cc2)c2ccccc12,-66&-1,-4&2
CCc1ccccc1NCn1nnc2ccccc21,1,21
CC1CCCN(CC(O)COC2CC3CCC2(C)C3(C)C)C1 (stereo unspecified),0,-2
CCSc1nnc(-c2ccc(C)c(S(=O)(=O)N3CCN(C)CC3)c2)c2ccccc12,-2,34
O=C(Nc1ccc(F)cc1)C1CC(=O)N(c2ccc3c(c2)CCN3C(=O)C2CC2)C1 (stereo unspecified),-6,11
COc1ccccc1OCC(=O)Nc1ccc(S(=O)(=O)Nc2nc(C)cc(C)n2)cc1,-7,-1
CCCCC[C@H](C)N1C[C@@H](COCc2ccccc2)Oc2cc(N3CC[C@@H](N(C)C)C3)ccc2S1(=O)=O,-11,100*
COc1ccc(Cl)cc1NC(=O)CCS(=O)(=O)c1ccc(Br)cc1,-3,-4
O=C(Cn1nc2c(cc1=O)CCCC2)Nc1ccccc1Cl,2,-3
O=C(O)/C(=C\c1ccco1)NC(=O)c1ccc(Br)o1,-4,-2
COc1cc(OC)c(OC)cc1CNCC1COc2ccccc2O1 (stereo unspecified),-12,3
COC(=O)c1ccccc1NC(=O)N1CCc2c(nc(-c3ccc(F)cc3)[nH]c2=O)C1,-4,-2
COc1cccc(C2CC(c3ccccc3)=NN2S(=O)(=O)c2ccccc2)c1OC (stereo unspecified),-29,14
CCOc1nccnc1N1CCC(NC(=O)NCCOC)C1 (stereo unspecified),-1,-4
CC(=O)Nc1ccc2nc(N3CCC(C(=O)NCCC(C)C)CC3)cc(C)c2c1,-4,18

# Two compounds drawn at random from the list so far, as already listed:
SMILES,Pf apPOL block,mHTT CaM bind
COc1cc(-c2nc(-c3ccc(NC(=O)c4cccc(Cl)c4)cc3)no2)cc(OC)c1OC,-18,-1
COc1ccccc1NC(=O)c1cc(S(=O)(=O)N2CCC3(CC2)OCCO3)ccc1F,-6,5

# New compounds follow.
SMILES,Pf apPOL block,mHTT CaM bind
COc1ccc(Br)c(C(=O)NC2CNC(=O)C2)c1 (stereo unspecified),-5,-5
CCOC(=O)C1=C(C)NC2=C(C(=O)c3ccccc32)C1c1cccc(Cl)c1 (stereo unspecified),-5,20
COc1cc(SC)ccc1C(=O)Nc1ccc2c(c1)CCN2S(C)(=O)=O,-8,1
O=C1CSC(c2cccc([N+](=O)[O-])c2)N1c1cc(Cl)ccc1O (stereo unspecified),2,8
Cc1ccc(CNC(=O)c2ccc3c(c2)NC(=O)C2CCCCN32)o1 (stereo unspecified),2,1
O=C(c1cccc(F)c1)N1CCN(C(=O)c2cc3ccccc3[nH]2)CC1,0,2

# One compound at a time, from the list above:
# NC(=O)c1ccc(NC(=O)CN(C2CCCCC2)S(=O)(=O)c2ccc(F)cc2)cc1 as listed: Pf apPOL block: -4; mHTT CaM bind: 14
# CC1(C)CC2CC(C)(CN2C(=O)c2ccco2)C1 (stereo unspecified) as listed: Pf apPOL block: 1; mHTT CaM bind: -4
# Cc1cccc2cc(C3CC(c4ccco4)=NN3S(=O)(=O)c3ccccc3)c(Cl)nc12 (stereo unspecified) as listed: Pf apPOL block: -4; mHTT CaM bind: 13
